# OXTR ag – human OXTR agonists, primary screen, fluorescence, CHO-OTR cells, Fluo-8 calcium | Oxytocin receptor (Homo sapiens), P30559 | Fluo-8 calcium fluorescence; normalized: DMSO 0%, oxytocin 100% | activation, % at 3 µM | actives 0.32% (n = 320,000) | AID 2435, 2010;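 active = activation above the mean of all tested compounds plus 3 SD, cutoff set per screening run, cut at about 20% in these data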;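 also: peak over basal fluorescence ratio from a 100 s FLIPR kinetic read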
# GPR7 antag – GPR7 receptor antagonists, primary screen, cell-based, fluorescence, single concentration. GPR7-expressing cells, fluorescence antagonist assay. Neuropeptides B/W receptor type 1 (Homo sapiens), P48145. actives 1.1% (n = 290,000). AID 1861, 2009. inhibition, % at 4.4 µM; in the data active = inhibition above about 16%, passing the limit was not always enough;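 also: cells stimulated with the agonist NPW; 0% = agonist with vehicle and 100% = vehicle without agonist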
# Target sequence (P48145 whole entry, looked up): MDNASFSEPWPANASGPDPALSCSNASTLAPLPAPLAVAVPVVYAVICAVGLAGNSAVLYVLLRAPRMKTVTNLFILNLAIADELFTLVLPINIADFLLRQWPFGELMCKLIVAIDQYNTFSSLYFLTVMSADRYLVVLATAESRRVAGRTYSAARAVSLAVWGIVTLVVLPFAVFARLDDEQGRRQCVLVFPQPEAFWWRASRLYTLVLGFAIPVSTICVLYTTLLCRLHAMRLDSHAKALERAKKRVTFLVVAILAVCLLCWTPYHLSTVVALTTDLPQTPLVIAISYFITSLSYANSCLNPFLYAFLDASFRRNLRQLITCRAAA
# CHO-K1 Ca antag – nonselective inhibitor or artifact in parental CHO-K1 cells; ATP-induced calcium, Fluo-8 fluorescence; inhibition, % at 3 µM; actives 0.6% (n = 360,000); AID 602250;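 active = inhibition above a per-plate cutoff, the plate's mean sample inhibition plus 3 SD, cut at about 24% in these data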;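 also: 0% = DMSO plus EC80 ATP and 100% = DMSO alone without ATP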
# TAAR1 antag – human TAAR1 antagonists, primary screen, Fluo-8 calcium fluorescence, CHO RD-HGA16 cells. antagonist. inhibition, % at 3 µM. actives 1.5% (n = 360,000);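 active = inhibition above a per-plate cutoff, the mean inhibition of test compounds on that plate plus 3 SD, cut at about 49% in these data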;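 also: 0% = DMSO plus EC80 beta-PEA response and 100% = DMSO alone without agonist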
# Target sequence (Q96RJ0 whole entry, looked up): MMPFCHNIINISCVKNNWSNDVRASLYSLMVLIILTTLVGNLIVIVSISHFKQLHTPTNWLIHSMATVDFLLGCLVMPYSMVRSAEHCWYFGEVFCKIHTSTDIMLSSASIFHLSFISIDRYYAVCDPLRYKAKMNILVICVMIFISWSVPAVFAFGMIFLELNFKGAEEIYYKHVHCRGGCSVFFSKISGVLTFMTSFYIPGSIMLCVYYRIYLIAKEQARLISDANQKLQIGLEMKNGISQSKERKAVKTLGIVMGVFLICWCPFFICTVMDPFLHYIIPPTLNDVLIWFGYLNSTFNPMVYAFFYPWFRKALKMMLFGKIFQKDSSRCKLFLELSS
#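 System: RD-HGA16 CHO cells with stable hTAAR1 and Gα16 | Probe or stimulus: EC80 β-phenethylamine stimulus | Dosing: 3 µM, single point | Times: Dye loading 75 min at 37 °C, then 30 min room temperature | Measured by: Fluo-8 calcium-sensitive fluorescence | Read-out basis: % inhibition of agonist calcium response | Replicates: n of 1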
# V1R ag counter – agonists of human V1a receptor, primary screen, counter-screen for OXTR agonist project, fluorescence, CHO-V1R cells; Vasopressin V1a receptor (Homo sapiens), P37288; Fluo-8 calcium fluorescence, agonist mode; 0% DMSO, 100% 3 nM vasopressin; activation, % at 3 µM; actives 0.25% (n = 320,000);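 active = activation above the mean activation of all tested compounds plus 3 SD, per screening run, cut at about 20% in these data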;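 also: signal is peak over basal fluorescence ratio across a 100 second FLIPR read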
# Target sequence (P37288 whole entry, looked up): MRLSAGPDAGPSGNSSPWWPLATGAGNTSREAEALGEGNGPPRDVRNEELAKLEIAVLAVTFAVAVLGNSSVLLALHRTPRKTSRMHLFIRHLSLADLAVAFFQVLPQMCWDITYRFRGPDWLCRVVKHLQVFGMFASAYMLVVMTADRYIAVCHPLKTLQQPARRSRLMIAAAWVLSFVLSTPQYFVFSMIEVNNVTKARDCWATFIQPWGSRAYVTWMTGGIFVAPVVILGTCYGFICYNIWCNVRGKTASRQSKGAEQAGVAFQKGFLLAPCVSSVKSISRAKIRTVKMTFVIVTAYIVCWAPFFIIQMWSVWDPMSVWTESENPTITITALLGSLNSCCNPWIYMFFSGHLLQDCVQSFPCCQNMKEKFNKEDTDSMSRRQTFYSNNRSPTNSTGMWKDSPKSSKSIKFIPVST
# OXTR potentiate – human OXTR potentiators, primary screen, fluorescence, CHO-OTR cells, Fluo-8 calcium; Oxytocin receptor (Homo sapiens), P30559; AID 2445, 2010; Fluo-8 calcium fluorescence, potentiator mode; 0% = oxytocin EC15, 100% = EC100; activation, % at 3 µM; actives 0.061% (n = 320,000);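 active = activation above that plate's cutoff, the mean activation of tested compounds plus 3 SD, cut at about 6.6% in these data, passing the limit was not always enough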;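 also: 100% uses oxytocin at 75 nM as the full agonist control; some results filed as inactive read as strong as hits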
#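 System: human OTR in CHO cells; Also added: sub-maximal oxytocin, roughly EC15; Timing: compound 6 min at room temperature before oxytocin, 100 s read; Technique: Fluo-8 intracellular calcium fluorescence, ex 470-495, em 515-575 nm; Controls: oxytocin EC15 low and EC100 high; Replication: singlicate.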
# CHO-K1 Ca PAM – nonselective calcium activators in parental CHO-K1 cells, primary screen, counter-screen for M1 PAM project, cell-based, Fluo-8 calcium fluorescence, full deck, 1536-well; activation, % at 3 µM; actives 0.02% (n = 360,000); ATP EC20; 0% at ATP EC20, 100% at ATP max;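 active = activation above the run cutoff, the mean activation of all test compounds plus 3 SD, cut at about 40% in these data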;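 also: peak over basal fluorescence ratio in a 140 s read after ATP addition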
# CHO parental Ca – ATP-evoked calcium signal inhibitors, parental CHO, primary screen, counter-screen for OX1R antagonist project, cell-based, fluorescence, Fluo-8 calcium dye. parental CHO-K1, ATP-induced calcium, Fluo-8 fluorescence. inhibition, % at 5.6 µM. actives 0.63% (n = 330,000). AID 463079, 2010;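 active = inhibition above that plate's mean sample inhibition plus 3 SD, cut at about 26% in these data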;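 also: 0% = ATP-challenged DMSO wells and 100% = DMSO wells without ATP; some compounds past the cut are filed as inactive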
#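 Material: parental CHO cells / Compound: single nominal dose of 5.6 µM per compound / Signal: Fluo-8 fluorescence / Replicates: singlicate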
# M1 ag parental – counter-screen for M1 agonists: effect in parental CHO-K1 cells. Fluo-8 calcium fluorescence; scaled to maximal ATP response, vehicle zero. activation, % at 3 µM. actives 0.48% (n = 360,000). AID 602248, 2012; in the data active = activation above about 15%;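 also: untransfected CHO-K1 host cells lacking M1 receptor as counterscreen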
# Active calls of the source: *; . = no result given.
# Under each structure – OXTR ag	GPR7 antag	CHO-K1 Ca antag	TAAR1 antag	V1R ag counter	OXTR potentiate	CHO-K1 Ca PAM	CHO parental Ca	M1 ag parental
1. COc1ccc(CN2CCN(CCCCOc3ccc(Cl)cc3)CC2)c(OC)c1OC
→ 2.5	-8	9	-25	4.7	-4	6	-19	7.0
2. C/C(CCc1ccc2c(c1)OCO2)=N\NC(=O)c1ccccc1
→ 0.2	-6	5	-7	0.7	-13	11	2	0.0
3. Cc1ccc(NC(=O)C(=O)NCCOc2ccc(Cl)cc2)c(C)c1
→ 2.3	-9	0	8	0.9	3	12	-9	-0.1
4. CC(Sc1nnc(-c2ccccc2F)n1N)C(=O)NCC1CCCO1 (stereo unspecified)
→ 0.1	.	-6	-17	0.5	-1	15	-1	1.7
5. CCOc1ccc(S(=O)(=O)N2CCCCC2)cc1NC(=O)Cc1cccc(C(F)(F)F)c1
→ -0.4	.	0	-1	1.8	-5	-6	-9	0.0
6. COc1ccc(-c2cc3ccccc3n2CC(O)CN2CCC(C)CC2)cc1 (stereo unspecified)
→ 7.0	3	-10	-5	3.0	-7	13	-15	0.3
7. CCOc1ccc(Oc2ccc(NC(=O)CSc3nncn3C)cc2)cc1
→ .	.	7	0	.	.	-19	.	0.1
8. O=C(c1ccc([N+](=O)[O-])cc1)N1CCC(Cc2ccccc2)CC1
→ -2.0	19	6	18	-0.6	-5	-14	-5	1.7
9. O=C(O)C(c1cccs1)C1(O)CCCCC1 (stereo unspecified)
→ .	.	1	13	.	.	1	.	-0.2
10. Cc1ccc(NC(=O)c2ccc(S(=O)(=O)N3CCOCC3)cc2)nc1
→ 1.9	2	-7	-3	0.5	-1	16	-10	1.5
11. Cn1nnnc1SCCNC(=O)C1CCC(=O)N(Cc2cccc(C(F)(F)F)c2)C1 (stereo unspecified)
→ .	.	0	-9	.	.	-6	.	0.1
12. Cc1ccc(C(=O)NCCC(=O)N2CCC3(CC2)NCCc2[nH]cnc23)cc1
→ 0.4	-9	-1	3	0.0	-1	17	-6	0.5
13. Cc1cc(C)nc(SCC(=O)NNC(=O)c2cccs2)n1
→ 0.6	-6	-7	-3	-0.8	1	-2	-8	0.0
14. CN(C)C(=O)c1ccc(-c2nnc(NCc3ccccc3)c3ccccc23)cc1
→ -0.1	7	18	0	1.2	7	-12	-12	2.3
15. COc1ccc(NC(=O)c2sc(=S)[nH]c2N)cc1
→ 0.4	-10	-20	7	0.2	4	24	-8	0.9
16. COc1ccc(/C=C/C2=CC(C)(C)NC(=S)N2)cc1OC
→ -1.0	-6	26*	-7	-1.1	-14	-15	-11	0.2
17. CCOC(=O)c1cc2occc2n1CCCN1C(=O)c2ccccc2C1=O
→ -1.7	5	-33	-10	-0.6	-4	27	-25	2.3
18. CCc1ccccc1NC(=O)CNC(=O)CNC(=O)Cc1ccccc1
→ .	.	-1	-29	.	.	0	.	0.2
19. COc1cc2c(cc1OC)C1=NC(=O)CN1C(SCc1ccc(C)cc1)=N2
→ -2.2	-9	-24	-21	-0.9	-8	19	-15	0.9
20. C=C(C)CC1N(c2cccc(OC)c2)C(=O)C2C(C(=O)O)C3C=CC21O3 (stereo unspecified)
→ 1.1	-11	13	-10	0.9	10	-8	3	0.3
21. Cc1ccc2c(c1)N(CC(=O)NCCc1ccccc1)C(=O)c1cccnc1O2
→ -0.4	1	1	13	-0.1	3	9	-17	0.8
22. Cc1ccc(C2=NS(=O)(=O)N(C)C(C(=O)N3CCOCC3)=C2)cc1
→ 0.2	-11	0	6	-0.3	-1	0	-15	0.8
23. CCNc1nc(-c2sc(NC(=O)C(C)(C)C)nc2C)c(-n2cc(-c3ccccc3)nn2)s1
→ .	.	21	75*	.	.	-3	.	13
24. CCOC(=O)C1CCCN(C(=S)Nc2ccc(C)cc2C)C1 (stereo unspecified)
→ -1.1	-6	1	60*	-0.6	2	1	-4	0.1
25. CN(C1CCS(=O)(=O)C1)S(=O)(=O)c1cccc2nsnc12 (stereo unspecified)
→ 1.3	8	-15	-1	0.3	-6	18	-12	4.0
26. COc1cccc(CN(C(=O)c2ccco2)C2CCS(=O)(=O)C2)c1 (stereo unspecified)
→ 0.5	6	18	-6	-0.2	-5	-14	-11	-0.7
27. COc1ccc(-c2oc3ccccc3c2C(=O)OCc2ccc(O)cc2)cc1
→ 4.8	5	-7	18	5.1	-3	15	4	0.5
28. CC(C)CNC(=S)NC(=O)c1ccc(Cl)cc1Cl
→ -2.0	-10	6	-4	-1.7	-10	1	-32	0.9
29. O=C(Nc1nc2c(s1)COc1ccccc1-2)c1cccs1
→ 3.5	3	-8	26	5.5	-7	15	-15	7.8
30. COC(=O)C1CCN(C(=O)COC(=O)c2oc3ccccc3c2C)CC1
→ 0.5	.	-11	-18	-0.4	-9	27	-7	1.4
31. CC(C)[C@H](NC(=O)c1ccccc1Cl)C(=O)Nc1nc(-c2ccccn2)cs1
→ -2.0	-15	-4	-17	-0.9	-22	-1	-25	1.2
32. CCN(C[C@H]1N[C@@](Cc2ccccc2)(C(=O)OC)[C@H]2C(=O)N(Cc3ccccc3)C(=O)[C@@H]12)C(=O)c1ccccc1
→ -1.0	.	-15	-20	-0.3	1	30	-24	1.1
33. COc1ccc(C(O)P(=O)(OCC(C)C)c2ccc(N(C)C)cc2)c(OC)c1 (stereo unspecified)
→ -1.1	3	11	7	-0.3	-18	-21	-12	0.8
34. COc1cccc(N2CCN(Cc3ccco3)CC2)c1
→ .	-14	-5	4	.	.	15	.	0.3
35. COc1cc(C)c(S(=O)(=O)N2CCN(C)CC2)cc1C
→ -0.5	-13	-2	4	0.3	-14	9	-4	0.1
36. C=CCn1c(O)c(N=Nc2ccccc2[N+](=O)[O-])c2ccccc21
→ .	.	-8	-33	.	.	-1	.	1.1
37. CC(C)Sc1nc(C(F)(F)F)cc(=O)n1-c1ccccc1
→ -2.6	4	-15	-12	-0.4	-11	15	-17	0.6
38. O=C(NCCc1c[nH]c2ccccc12)C1CCC(=O)N(CCc2cccc(F)c2)C1 (stereo unspecified)
→ 0.2	-2	-9	-38	1.5	-12	-3	-10	0.6
39. C=CCN1C(=O)OC2(CCCCC2)C1(C)O (stereo unspecified)
→ 0.9	-9	-4	-4	4.6	-5	10	-4	0.3
40. O=S(=O)(Nc1ccccn1)c1ccc(Cl)cc1
→ 0.4	2	-5	2	-0.3	-14	12	-5	0.9
41. Cc1ccc(N(CC(=O)NCc2ccccc2)C(=O)c2csnn2)cc1
→ -0.4	-3	-6	-34	1.9	-7	-2	-15	0.7
42. O=C(COC(=O)CC(c1ccccc1)c1ccccc1)NCc1ccc(Cl)cc1
→ 0.8	-8	-4	34	1.3	-9	18	6	3.3
43. CC(=O)Nc1ccc(C(=O)N/C(=C/c2ccccc2)C(=O)N2CCCCC2)cc1
→ 0.5	-11	9	-1	0.8	0	-2	-11	0.3
44. Cc1cccc(N2CCN(C(=O)c3ccc4c(c3)NC(=O)C(CSCc3ccc(F)cc3)N4)CC2C)c1 (stereo unspecified)
→ -0.8	5	.	.	0.7	-11	.	-16	.
45. O=C(CNc1ccccc1)N/N=C/c1cc([N+](=O)[O-])ccc1N1CCCC1
→ -1.9	0	3	3	-0.7	-9	14	-9	0.2
46. CN1CCN(CCC(=O)N2c3ccccc3Sc3ccc(Cl)cc32)CC1
→ 2.1	14	6	-31	-0.5	-2	-5	-11	0.0
47. C/C(=N\Nc1nc(N2CCOCC2)nc(N2CCOCC2)n1)c1cccs1
→ -0.7	-8	19	12	0.5	-6	-10	3	0.6
48. O=C(Cn1c(O)c(/C=C2\C=Nc3ccccc32)sc1=O)N1CCOCC1
→ 1.3	0	-9	-13	0.5	-10	14	12	1.3
49. C=CCNC(=O)c1cccn1-c1ccsc1C(=O)OC
→ 1.3	-4	-10	6	0.5	-5	19	-1	0.6
50. O=C(O)c1ccccc1Nc1ccc(OC(F)F)cc1
→ 1.2	0	-11	-12	0.6	2	14	-4	0.5
51. CCn1c2ccccc2c2cc(NC(=O)CNCc3ccccc3OC)ccc21
→ 8.4	16	-6	11	3.9	-25	10	-5	8.8
52. C=CCC(=O)N1CCC(n2nccc2NC(=O)CCOc2ccccc2)CC1
→ -0.2	10	-5	-23	0.3	-11	8	-5	0.3
53. N#Cc1ccc(NC(=O)C2=COCCO2)cc1
→ 0.6	.	18	-30	0.3	-1	-8	-5	0.1
54. COc1ccccc1/C=C(/CC(=O)NCc1ccccc1)c1nc2ccccc2s1
→ -2.7	-7	-4	22	-1.4	-8	25	-23	0.8
55. COc1cc(CNCCN2CCOCC2)ccc1OCC(=O)NC(C)(C)C
→ 0.8	2	-9	-7	0.9	-5	19	0	1.9
56. COC(=O)CSc1cc(C)nc2ccc(OC)cc12
→ -1.0	14	2	-12	0.5	-15	4	-14	0.4
57. CCc1ccccc1-n1ncc(C(=O)Nc2ccccc2OC)c1C
→ -1.8	14	-10	12	-1.1	-9	5	-11	2.5
58. COc1cc(CC(=O)OCC(=O)N2CCCCC2)cc(OC)c1OC
→ -0.1	0	9	2	0.8	-12	10	-14	0.3
59. COc1ccccc1NS(=O)(=O)c1cc(C)ccc1C
→ -0.2	3	-6	7	-0.2	-12	3	-12	0.3
60. COC(=O)Nc1nc2ccc(C(=O)c3ccc(F)cc3)cc2[nH]1
→ 0.0	-8	.	.	0.4	-20	.	6	.
61. COc1ccc(S(=O)(=O)N(C)C)cc1NCC(=O)Nc1ccc(Br)cc1F
→ 4.8	-7	4	10	5.3	-9	-6	-22	2.5
62. COc1ccccc1-n1c(-c2cccnc2)n[nH]c1=S
→ 0.6	-5	-4	-8	-0.1	1	-8	-3	0.0
63. CC1(C)Nc2ccc(O)cc2-c2c1ssc2=S
→ -1.1	3	-1	-18	-1.1	-7	10	-11	2.3

# Another view of some results above:
No. | smiles | OXTR ag | GPR7 antag | CHO-K1 Ca antag | TAAR1 antag | V1R ag counter | OXTR potentiate | CHO-K1 Ca PAM | CHO parental Ca | M1 ag parental
40 | O=S(=O)(Nc1ccccn1)c1ccc(Cl)cc1 | 0.4 | 2 | -5 | 2 | -0.3 | -14 | 12 | -5 | 0.9
41 | Cc1ccc(N(CC(=O)NCc2ccccc2)C(=O)c2csnn2)cc1 | -0.4 | -3 | -6 | -34 | 1.9 | -7 | -2 | -15 | 0.7
42 | O=C(COC(=O)CC(c1ccccc1)c1ccccc1)NCc1ccc(Cl)cc1 | 0.8 | -8 | -4 | 34 | 1.3 | -9 | 18 | 6 | 3.3
43 | CC(=O)Nc1ccc(C(=O)N/C(=C/c2ccccc2)C(=O)N2CCCCC2)cc1 | 0.5 | -11 | 9 | -1 | 0.8 | 0 | -2 | -11 | 0.3

# Screening data: PubChem BioAssay, The Scripps Research Institute Molecular Screening Center
